High-throughput results (PubChem BioAssay)
TexasRed fluor: Total Fluorescence Counterscreen for Inhibitors of the Interaction of Thyroid Hormone Receptor and Steroid Receptor Coregulator 2; 280,000 tested, 0.29% active; Potency, µM (highest dose often 106 µM), for inactives: at the top dose fluorescence change, negative = quenching; TRb/SRC2 Texas Red total fluorescence interference; active means well fitted curve in either direction with a large enough effect; inconclusive means small, poorly fitted or top-dose-only effect
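Human TRβ ligand-binding domain (0.6 uM) and Texas Red SRC2 peptide (20 nM) in Tris buffer with 1 uM T3 and 5% DMSO were incubated with pinned compound for 5 hr at ambient temperature. Total fluorescence was computed as S + 2P (555/632 nm).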
RECQ1 inh: qHTS Assay for Inhibitors of RecQ-Like Dna Helicase 1 (RECQ1); ATP-dependent DNA helicase Q1 (Homo sapiens), P46063; Potency, µM (titrated, usually from 57.3 µM), for inactives: at the top dose activity, negative = inhibition, actives largely listed as inhibitors; 240,000 tested, 0.54% active; RECQ1 DNA unwinding, red fluorescence kinetic read; AID 2549, 2010;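 further: plate controls were vehicle for no effect and no enzyme for full effect; nearly all actives have a fitted effect of over 30% in size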
Target sequence (P46063 whole entry, looked up): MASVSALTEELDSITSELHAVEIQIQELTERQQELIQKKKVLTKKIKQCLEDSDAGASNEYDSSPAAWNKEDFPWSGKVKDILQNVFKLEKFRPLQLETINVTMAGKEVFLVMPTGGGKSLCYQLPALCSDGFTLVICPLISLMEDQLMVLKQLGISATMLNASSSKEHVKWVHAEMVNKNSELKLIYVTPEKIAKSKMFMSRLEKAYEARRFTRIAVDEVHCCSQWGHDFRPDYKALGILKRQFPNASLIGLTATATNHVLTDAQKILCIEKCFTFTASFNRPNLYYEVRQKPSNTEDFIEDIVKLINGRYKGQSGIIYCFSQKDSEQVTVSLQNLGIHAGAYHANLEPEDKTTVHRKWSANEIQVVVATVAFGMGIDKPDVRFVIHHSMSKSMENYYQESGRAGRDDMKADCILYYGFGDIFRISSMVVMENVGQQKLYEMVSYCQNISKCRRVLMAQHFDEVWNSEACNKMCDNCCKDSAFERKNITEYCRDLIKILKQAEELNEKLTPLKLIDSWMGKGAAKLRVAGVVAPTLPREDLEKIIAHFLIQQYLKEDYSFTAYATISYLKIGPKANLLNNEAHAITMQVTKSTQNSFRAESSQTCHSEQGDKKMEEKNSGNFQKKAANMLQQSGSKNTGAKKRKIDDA
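RECQ1T1 50 nM; forked duplex (20 bp + 30-nt ss tails) 200 nM, ATP 2 mM final; pH 8.0, 2 mM MgCl2, 2.5 ug/ml poly(dI-dC); 15 min compound preincubation; discontinuous kinetic read over 2 h at RT.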
RGS12 GoLoco inh: qHTS Assay for Inhibitors of RGS12 GoLoco Motif Activity (Red Fluorophore); Gai1:RGS12 GoLoco peptide FP, rhodamine, 10 min; Potency, µM (series often up to 61.6 µM), inactives show at the top dose activity, negative = inhibition, actives largely listed as inhibitors; 230,000 tested, 0.44% active; active means well fitted inhibition curve with a large enough effect, not every such curve was filed as active; inactive means no such curve, though single readings can be large or run the other way; further: nearly all actives have a fitted effect of over 30% in size; many of its hits are not listed in these tables
Target sequence (P63096 whole entry, looked up): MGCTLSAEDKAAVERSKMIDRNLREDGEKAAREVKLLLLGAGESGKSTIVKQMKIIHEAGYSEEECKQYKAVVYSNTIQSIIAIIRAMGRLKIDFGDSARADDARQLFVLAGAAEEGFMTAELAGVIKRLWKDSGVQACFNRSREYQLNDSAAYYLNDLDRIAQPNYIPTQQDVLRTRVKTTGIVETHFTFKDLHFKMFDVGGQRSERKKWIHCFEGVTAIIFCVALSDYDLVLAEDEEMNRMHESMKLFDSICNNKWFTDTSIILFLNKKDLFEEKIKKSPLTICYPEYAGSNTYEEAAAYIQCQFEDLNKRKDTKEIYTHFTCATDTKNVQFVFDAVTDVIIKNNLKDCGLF
Tau fibril FP: qHTS for Inhibitors of Tau Fibril Formation, Fluorescence Polarization | Potency, µM (titrated, usually from 57.7 µM), without a hit: at the highest dose activity, negative = inhibition, hits mostly inhibitors | 280,000 tested, 0.39% active | Microtubule-associated protein tau (Homo sapiens), P10636 | AID 1468, 2008 | K18 P301L tau heparin fibrillization, Alexa594 FP, 6 h; further: nearly all actives have a fitted effect of over 55% in size
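Quantitative HTS format: compounds meet 15 uM recombinant K18 P301L tau and Alexa 594-tau tracer in 100 mM sodium acetate pH 7; 20 uM heparin triggers fibrillization at 37 C over 6 hr; FP gives the signal.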
Tau ThT inhib: qHTS for Inhibitors of Tau Fibril Formation, Thioflavin T Binding | recombinant tau K18 P301L (four-repeat tau fragment), heparin-induced fibrillization, ThT fluorescence | Potency, µM (titrated, usually from 57.4 µM), without a hit: at the top dose activity, negative = inhibition, usual class: inhibitors | 270,000 tested, 2.1% active | Microtubule-associated protein tau (Homo sapiens), P10636 | AID 1460, 2008; further: nearly all actives have a fitted effect of over 55% in size
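Recombinant human tau K18 fragment […] carrying P301L, 15 uM unlabeled plus 0.24 uM Alexa 594-labeled, was fibrillized with 20 uM heparin in 100 mM sodium acetate pH 7 for 6 hr at 37 C; 30 uM ThT fluorescence read after 1 hr.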
JMJD2E inh: qHTS Assay for Inhibitors of Human Jumonji Domain Containing 2E (JMJD2E) | Lysine-specific demethylase 4E (Homo sapiens), B2RXH2 | JMJD2E catalytic domain, FDH-coupled NADH fluorescence (FDH is formaldehyde dehydrogenase) | Potency, µM (titrated, usually from 57.1 µM), for inactives: at the top dose activity change, negative = inhibition, usual class: inhibitors | 230,000 tested, 1.6% active | AID 2147, 2009; active means well fitted inhibition curve with a large enough effect, not every such curve was filed as active; inconclusive means small, poorly fitted or top-dose-only effect, or another doubt; inactive means no such curve, though single readings can be large or run the other way;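 further: 0% = wells with enzyme and -100% = buffer wells without enzyme; nearly all actives have a fitted effect of over 50% in size; many of its hits are not listed in these tables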
L3MBTL1 inh: qHTS Assay for the Inhibitors of L3MBTL1 | Potency, µM (series often up to 57.1 µM), inactives show at the highest dose activity, negative = inhibition, actives largely listed as inhibitors | Lethal(3)malignant brain tumor-like protein 1 (Homo sapiens), Q9Y468 | 230,000 tested, 0.66% active | AlphaScreen L3MBTL1–H3K9me1 peptide binding; further: nearly all actives have a fitted effect of over 60% in size
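Displacement of a biotinylated histone H3(1-15) peptide monomethylated at Lys9 (75 nM) from L3MBTL1 (50 nM) was measured by AlphaScreen after a 30 min room-temperature compound incubation; cefsulodin titration served as intraplate control.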
TRb-SRC2 inh: qHTS for Inhibitors of the Interaction of Thyroid Hormone Receptor and Steroid Receptor Coregulator 2; Potency, µM (highest dose often 106 µM), without a hit: top-dose activity change, negative = inhibition, hits mostly inhibitors; TRbeta-SRC2 peptide binding, fluorescence polarization; receptor liganded with 1 µM T3; 280,000 tested, 0.065% active; AID 1469, 2008;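 further: plate controls were bound peptide for no effect and peptide without receptor for full effect; nearly all actives have a fitted effect of over 50% in size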
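Read-out is fluorescence polarization (555 nm excitation, 632 nm emission) of a Texas Red SRC2 coactivator peptide; loss of signal reflects blocked binding to human TRb ligand-binding domain in the presence of 1 uM T3.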
Active calls of the source: *; i = inactive; u = inconclusive; x = not tested or not shown; & = joins results of further samples; [ ] = another dose, or the depositor's remark. Unless noted, the call rests on the fitted dose curve; in most records, active means well fitted curve in the direction sought with a large enough effect; inconclusive means small, poorly fitted or top-dose-only effect, or another doubt; inactive means no such curve, though single readings can be large; an effect the other way counts as inactive or inconclusive. Unless noted, on the % scale 0 is the no-effect control and ±100 the full control effect; potency means the concentration at half of the fitted maximal effect. A portion of the library; the hit share may differ from the screen's.

SMILES | TexasRed fluor | RECQ1 inh | RGS12 GoLoco inh | Tau fibril FP | Tau ThT inhib | JMJD2E inh | L3MBTL1 inh | TRb-SRC2 inh
COc1ccccc1-c1cc(C(=O)N/N=C/c2cccs2)c2ccccc2n1 | -2% | -7% | 5% | 1% | -7% | -29% | x | -3%
CCn1cc(SCC(=O)N2CCc3ccccc32)c2ccccc21 | 1% | -23% | 4% | 8% | u | -3% | -9% | -17%
C/C(=N\Nc1ccccc1[N+](=O)[O-])c1ccc(N2CCOCC2)cc1 | -13% | -4% | 15% | -1% | u | 1% | -24% | -6%
CCCCn1c2nc3ccccc3nc2c2c(=O)n(C(C)CC)cnc21 (stereo unspecified) | 2% | -3% | x | -2% | -11% | u | -9% | -16%
COc1ccc(NC(=O)c2c(NCc3cccc(OC)c3)sc3c2CCCC3)cc1 | -4% | x | x | -16% | u | x | x | -5%
O=C(O)C1CCCCC1C(=O)Nc1nc(-c2cccs2)cs1 (stereo unspecified) | -3% | 2% | -4% | 6% | -9% | 2% | 9% | -4%
Cc1ccc(C)c(N2CN(Cc3ccco3)CNC2=S)c1 | 3% | -8% | 3% | 7% | 5% | 0% | -2% | -5%
COc1ccccc1OCCCC(=O)NCc1ccco1 | 1% | 0% | -11% | -9% | -19% | 0% | -20% | 1%
Cc1ccc(-c2nnc(OCC3CCCO3)c3ccccc23)cc1 (stereo unspecified) | -2% | -2% | 11% | -5% | -22% | -17% | -5% | -7%
O=S(=O)(Cc1ccccc1)N1CCN(c2ccccc2)CC1 | -3% | i | 0% | 1% | -17% | 13% | 5% | -2%
Cc1c(-c2nc(-c3ccc(C(C)(C)C)cc3)no2)n(C)oc1=O | -3% | 11% | -4% | 1% | x | u | x | -2%
CCC(Nc1ccc(-c2nc(-c3ccccn3)no2)cc1[N+](=O)[O-])c1ccccc1 (stereo unspecified) | 0% | x | x | 4% | 3% | x | x | -5%
COc1ccc(NC(=O)N2CCCC2C(=O)Nc2ccccc2)cc1 (stereo unspecified) | -2% | -5% | 3% | 3% | -6% | 4% | -5% | -2%
COc1cc(NC(=O)CCS(=O)(=O)c2ccc3c(c2)CC(=O)N3C)cc(OC)c1OC | 1% | x | x | -4% | -1% | x | x | 0%
CCOc1ccc(/C=C2\SC(=S)N(NS(=O)(=O)c3ccccc3)C2=O)cc1OC | -4% | -6% | 9% | 8% | 14µM* | -7% | -13% | 4%

One compound at a time, as listed above. Values in the order: TexasRed fluor, RECQ1 inh, RGS12 GoLoco inh, Tau fibril FP, Tau ThT inhib, JMJD2E inh, L3MBTL1 inh, TRb-SRC2 inh
`Cc1c(-c2nc(-c3ccc(C(C)(C)C)cc3)no2)n(C)oc1=O` reads -3%, 11%, -4%, 1%, x, u, x, -2%
`CCn1cc(SCC(=O)N2CCc3ccccc32)c2ccccc21` reads 1%, -23%, 4%, 8%, u, -3%, -9%, -17%

Continued:
SMILES | TexasRed fluor | RECQ1 inh | RGS12 GoLoco inh | Tau fibril FP | Tau ThT inhib | JMJD2E inh | L3MBTL1 inh | TRb-SRC2 inh
COc1ccc(SCc2noc(C(=O)NCC3CCCO3)c2C(=O)O)cc1 (stereo unspecified) | -2% | i | -1% | -4% | -2% | 1% | 7% | -3%
CCOC(=O)C1(CCOc2ccccc2)CCN(Cc2cccc3nonc23)CC1 | -2% | i | 14% | -7% | -8% | 5% | 3% | -1%
CCCCOCCOCCOCc1cc2c(cc1CCC)OCO2 | 2%[201 µM] | -5% | 0%&-20% | x | x | x | x | 3%[201 µM]
Cc1c(NC(=O)/C(C#N)=C/c2ccccc2)c(=O)n(-c2ccccc2)n1C | -2% | -8% | -23% | -7% | -9% | 6% | x | 0%
CC(C)NCCOc1cccc(Br)c1 | 2% | -6% | 7% | 0% | 0% | -10% | x | -1%
CC(C)N1CC2(c3ccccc3)CN(C(C)C)CC(c3ccccc3)(C1)C2=O | 3% | -10% | 4% | 6% | 6% | -11% | 0% | 1%
COc1ccc(OCC(=O)Nc2nnc3n2CCS3)cc1 | 1% | x | x | 3% | -11% | x | x | -10%
Nc1nc(Br)c2c(F)cccc2c1-c1ccc(Cl)cc1 | -4% | -3% | 1% | -5% | -9% | -13% | 2% | 3%
Cc1ccnc(NS(=O)(=O)c2ccc(NC(=O)c3cc(-c4ccc(Br)cc4)nc4ccccc34)cc2)n1 | 3% | u | 15% | -11% | 12% | u | -8% | -3%
CCOc1ccc(NC(=S)NC(C)C(c2ccccc2)N2CCN(C)CC2)cc1 (stereo unspecified) | -1% | 26% | -2% | u | 1% | -5% | -13% | -3%
Nc1nc2ccccc2n1/N=C/c1ccc2c(c1)OCO2 | -2% | -5% | -1% | 1% | u | 3% | -9% | 0%
O=C(Cc1ccc(F)cc1)Nc1nnc2n1CCS2 | -5% | x | x | -16% | -12% | x | x | 1%
CC(=O)Nc1ccc(S(=O)(=O)NC(CC(=O)NCCCN2CCOCC2)C(C)C)cc1 (stereo unspecified) | -5% | 8% | -6% | 2% | -6% | 5% | -4% | -4%
O=C1NC(c2ccccc2)(C(F)(F)F)SC2=NCCCN12 (stereo unspecified) | -2% | -1% | 0% | 0% | -6% | 2% | 6%[11.4 µM] | -4%
N/C(=N\OS(=O)(=O)c1ccc2ccccc2c1)c1ccncc1 | 4% | i | -6% | u | u | 3% | 5% | 7%
CCc1ccc(-c2nc(CN3CCC(C(=O)N4CCN(c5ccccn5)CC4)CC3)c(C)o2)cc1 | -1% | 0% | x | -11% | -7% | 2% | -13% | 7%
CCOc1ncccc1C(=O)OCC(=O)NC1CC1 | -1% | i | 0% | -3% | -1% | -10% | 4% | -6%
CN(C)C/C=C/C(O)(c1ccccc1)c1ccccc1 | 1% | 11% | 6% | -3% | -2% | u | -24% | -2%
Cc1csc(NC(=O)C(CC(C)C)NS(=O)(=O)c2ccc3c(c2)oc(=O)n3C)n1 (stereo unspecified) | 0% | i | 9% | -3% | -7% | 2% | x | -12%
CCC(=O)NC(=S)Nc1cccc(NC(=O)c2ccccc2)c1 | -4% | i | -10% | 1% | -6% | 3% | 5% | 0%
Cc1nc(SCC(=O)Nc2ccc(Cl)cc2[N+](=O)[O-])nc(C)c1C | 0% | -5% | -6% | 4% | -13% | 1% | -13% | -3%
CC1CCCC(C)N1/N=C/c1ccc(C#N)cc1 (stereo unspecified) | -2% | i | 10% | 7% | -9% | -29% | x | 0%
COCCn1c(SCC(=O)NCc2ccccc2)nnc1-c1ccco1 | -1% | 1% | -1% | 7% | 11% | -9% | 6% | -4%
Cc1ccc(CCNC(=O)C2CCCN(c3nnc(C)c4c(C)n(-c5ccccc5)nc34)C2)cc1 (stereo unspecified) | 2% | x | x | 9% | 7% | x | x | 2%
CC1=C(c2ccc(C(C)C)cc2)S(=O)(=O)N=C1N1CCC(C(=O)NCc2ccco2)CC1 | 1% | x | x | -8% | -6% | x | x | -1%
CCN1CCN(Cc2ccc(NC(=O)c3cc(NC(=O)C4=NN(c5ccccc5)C(=O)C4)cc(OC)c3)cc2C(F)(F)F)CC1 | -5% | -19% | -5% | u | -18% | 6% | x | 0%
COc1ccc2c(c1)CCN(C(=O)CCl)C2C1C(=O)CCCC1=O (stereo unspecified) | 1% | -1% | 4% | -5% | 1% | u | 9% | 6%
O=C(CCC1CCCN(Cc2ccc3c(c2)OCCO3)C1)NCc1ccc(F)c(F)c1 (stereo unspecified) | -4% | -22% | 7% | -2% | 1% | u | -2% | -4%
CCN(CC(=O)Nc1ccc(NC(C)=O)cc1)c1ccc(C(F)(F)F)cn1 | -1% | -6% | -1% | 2% | 2% | -12% | 3% | 1%
Cn1c(=O)[nH]c2nnc(-c3ccc(Cl)c(Cl)c3)nc2c1=O | -2% | 13% | 6% | 3% | 16µM* | -11% | x | -2%
COc1cccc(-c2cc3nc4c(c(N5CCC6(CC5)OCCO6)n3n2)CCC4)c1 | -1% | 0% | 4% | 12% | -11% | u | 5% | -7%
C=CCNC(=S)N1CCc2[nH]c3ccccc3c2C1 | -3% | i | -7% | 13% | -14% | -20% | -30% | 1%
Cc1cc(/C=C(\C#N)C(=O)NCC2CCCO2)c(C)n1-c1ccc(Cl)cc1 (stereo unspecified) | -1% | 1% | x | 14% | u | -4% | -8% | -5%
CC(C)CNC(=O)c1ccc(COc2ccc(Cl)cc2Cl)o1 | -4% | -11% | 2% | 6% | -15% | -3% | 7% | 1%
Cc1ccnc(NC(=O)/C=C/c2ccccc2[N+](=O)[O-])c1 | -2% | -7% | 22% | -7% | -17% | -19% | -9% | 1%
CN1/C(=C\C(=O)CSc2nnc(NCc3ccccc3)s2)C(C)(C)c2ccccc21 | 0% | -38% | 76%[activator] | 13% | u | -3% | -10% | 2%
O=C(NC(NC1CCS(=O)(=O)C1)C(Cl)(Cl)Cl)c1cccc(Cl)c1 (stereo unspecified) | 2% | 0% | -3% | -6% | 0% | 5% | 4% | 3%
CCN(CC)CCCN=Cc1c(-c2ccccc2)[nH]n(-c2nc3ccccc3s2)c1=O | -6% | -7% | 15% | 3% | u | -10% | 4% | 14%
O=C(CCn1c(=S)[nH]c2cc3c(cc2c1=O)OCO3)N1CCc2ccccc2C1 | -4% | -3% | 12% | 9% | -17% | 2% | x | 4%
Cc1nn(-c2ccc(Cl)cc2)c(=O)c2ccccc12 | 0% | i | -13% | -2% | 4% | -26% | 14% | 2%
Oc1c(C(c2ccccn2)N2CCCCC2)cc(Cl)c2cccnc12 (stereo unspecified) | 0% | i | -2% | 4% | u | u | x | -6%
C/C(N)=C(/C#N)C(=O)COC(=O)COc1ccc(Cl)cc1C | -1% | -3% | 4% | 0% | -9% | -7% | x | -13%
